Ba/F3 V617F tox: reduced viability of JAK2V617F-dependent Ba/F3 cells, primary screen, JAK2V617F inhibitor project, cell-based, Ba/F3 EpoR-JAK2V617F, luminescence | inhibition, % at 5.6 µM | ATP luminescence | 220,000 tested, 1.1% active;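 active = inhibition above the campaign mean plus 3 SD over all tested compounds, cut at about 24% in these data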;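 also: cytokine-independent growth of Ba/F3 cells driven by EpoR plus mutant JAK2; 0% = DMSO-treated cells and 100% = JAK inhibitor I control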
BaF3 parental: parental Ba/F3 cell viability inhibition, counter-screen for JAK2V617F inhibitor project, murine pro-B, CellTiter-Glo luminescence | CellTiter-Glo ATP luminescence | inhibition, % at 5.6 µM | 220,000 tested, 1.1% active;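 active = inhibition above a per-campaign cutoff, the mean inhibition of all tested compounds plus 3 SD, cut at about 27% in these data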;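 also: 0% = DMSO wells and 100% = JAK Inhibitor I control wells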
NCF1 inh: p47phox/p22phox peptide binding inhibitors, primary screen, biochemical, uHTS, NADPH oxidase regulatory subunit. fluorescence polarization, 2 h. inhibition, % at 24.7 µM. 220,000 tested, 0.53% active;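 active = inhibition above about 30%, limit read from the data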;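 also: 0% = p47phox with labelled peptide and 100% = labelled peptide alone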
Target sequence (P14598 whole entry, looked up): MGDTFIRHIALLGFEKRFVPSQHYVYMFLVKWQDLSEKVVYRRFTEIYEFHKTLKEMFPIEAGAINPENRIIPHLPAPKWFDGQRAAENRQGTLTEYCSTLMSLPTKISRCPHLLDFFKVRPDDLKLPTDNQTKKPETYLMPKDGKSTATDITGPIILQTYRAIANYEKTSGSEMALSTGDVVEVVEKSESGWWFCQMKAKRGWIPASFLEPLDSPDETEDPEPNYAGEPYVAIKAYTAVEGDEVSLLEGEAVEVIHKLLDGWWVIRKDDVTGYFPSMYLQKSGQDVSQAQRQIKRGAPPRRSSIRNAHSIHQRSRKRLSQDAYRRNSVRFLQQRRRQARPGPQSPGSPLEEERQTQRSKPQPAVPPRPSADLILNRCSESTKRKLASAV
RBBP9 inh: human RBBP9 inhibitors, primary screen, biochemical, fluorescence polarization, FP-Rh probe, HTS; inhibition, % at 7.94 µM; Serine hydrolase RBBP9 (Homo sapiens), O75884; recombinant RBBP9; 220,000 tested, 0.2% active; AID 1515, 2009;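 active = inhibition above the campaign mean of all tested compounds plus 3 SD, cut at about 14% in these data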;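 also: plate controls were DMSO wells with RBBP9 for no effect and wells lacking RBBP9 protein for full effect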
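System: RBBP9 protein | Quantity: 2.5 µM RBBP9 dispensing solution, before mixing | Reagent: FP-Rh probe, 375 nM dispensing solution | Timing: Enzyme-compound preincubation 30 min, then probe labeling 45 min, 25 °C | Measured by: Fluorescence polarization | Read-out: % inhibition | Replication: One well per compound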
Furin inhibitor: human furin inhibitors, primary screen, biochemical, fluorescence intensity | P09958 | 220,000 tested, 0.061% active | purified furin, fluorogenic substrate cleavage | AID 463115, 2010 | inhibition, % at 30 µM; in the data active = inhibition above about 25%; also: inactives centre near -15
Target sequence (P09958 108-714 limits assumed): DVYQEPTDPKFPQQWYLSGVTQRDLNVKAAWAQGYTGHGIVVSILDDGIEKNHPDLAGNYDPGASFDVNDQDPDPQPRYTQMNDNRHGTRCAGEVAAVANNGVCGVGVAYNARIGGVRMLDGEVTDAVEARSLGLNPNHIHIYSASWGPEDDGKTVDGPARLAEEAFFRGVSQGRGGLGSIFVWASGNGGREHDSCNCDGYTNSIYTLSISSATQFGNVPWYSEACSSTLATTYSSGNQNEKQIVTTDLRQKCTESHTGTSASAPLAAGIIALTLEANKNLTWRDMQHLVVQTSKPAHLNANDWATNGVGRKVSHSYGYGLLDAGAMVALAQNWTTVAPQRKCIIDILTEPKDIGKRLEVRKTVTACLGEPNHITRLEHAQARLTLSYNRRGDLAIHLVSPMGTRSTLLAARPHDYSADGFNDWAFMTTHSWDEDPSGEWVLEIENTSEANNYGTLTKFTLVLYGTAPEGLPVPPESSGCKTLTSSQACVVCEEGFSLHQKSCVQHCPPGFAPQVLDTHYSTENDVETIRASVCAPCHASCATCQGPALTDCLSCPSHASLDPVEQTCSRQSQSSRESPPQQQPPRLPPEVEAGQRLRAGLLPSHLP
PPC-1+TRAIL kill: compounds killing PPC-1 cancer cells with TRAIL present, primary screen, TRAIL potentiator project, ATPLite luminescence, uHTS | 220,000 tested, 0.41% active | AID 1443, 2008 | cell killing (% activity), % at 4 µM | PPC-1 cells + TRAIL, ATPLite viability luminescence;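 active = cell killing above 50% in the first pass at 4 µM, then a duplicate retest at 5 µM averaging 50% or more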;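 also: plate controls were cells with TRAIL plus DMSO for no effect and medium-only wells lacking cells for full effect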
p97 ATPase inh: inhibitors of human p97 ATPase, primary screen, biochemical; recombinant p97 ATPase, Kinase-Glo ATP luminescence, 3 h; AID 1481, 2009; inhibition, % at 8 µM; 220,000 tested, 0.42% active; in the data active = inhibition above about 15%;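 also: 0% = DMSO vehicle and 100% = wells lacking enzyme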
TbHK1 inh: Trypanosoma brucei hexokinase 1 inhibitors, primary screen, biochemical, G6PDH-coupled NADH absorbance, MLSCN library; hexokinase 1 [Trypanosoma brucei]; recombinant TbHK1, G6PDH-coupled NADH A340; inhibition, % at 10 µM; 220,000 tested, 0.11% active; AID 1430, 2008;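 active = inhibition of 50% or more in the single-dose primary screen; inactive = inhibition below 50%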
PGE2 EP2 inh: human EP2 receptor antagonists, primary screen, TR-FRET cAMP, C6 glioma cells | C6 glioma cells expressing human EP2; cells stimulated with saturating PGE2 | inhibition, % at 25 µM | 260,000 tested, 0.52% active | AID 1422, 2008;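 active = percent inhibition above 40 after rounding to a whole number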;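 also: rat C6 glioma host cells with rolipram phosphodiesterase inhibitor present; the protocol text gives 20 µM as final concentration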
An asterisk follows results filed as active; / = not tested or not shown; & = joins results of further samples; [ ] = remark or other dose.

SMILES	Ba/F3 V617F tox	BaF3 parental	NCF1 inh	RBBP9 inh	Furin inhibitor	PPC-1+TRAIL kill	p97 ATPase inh	TbHK1 inh	PGE2 EP2 inh
CCOC(=O)CSc1nnc(CNC(=O)c2ccc(S(=O)(=O)N3CCOCC3)cc2)n1C	-1	-1	-7	4	-33	4	1	4	9
Cc1ccccc1N(CC(=O)NCC1CCCO1)C(=O)C1(C)CC(=O)N=C2C=CC=CN21 (stereo unspecified)	-2	1	-7	-8	-19[20 µM]	0	6	-14	6&5
Cc1ccc(S(=O)(=O)N/N=C/c2cccs2)cc1	1	3	0	-8	-15	16	-3	-9	7
O=C(CSc1nnnn1-c1ccccc1)c1cc2ccccc2oc1=O	-3	7	-6	-6	-9[20 µM]	-7	5	-5	13
Oc1nc(Nc2cccc(Cl)c2)sc1/C=C1\C=Nc2ccccc21	1	6	-117	1	-11	2	8	1	21
CCOP(=O)(c1ccc(N(C)C)cc1)C(O)c1ccccc1OC (stereo unspecified)	-3	1	-6	-7	-19[20 µM]	7	1	0	11
CCn1cc(C2Nc3ccccc3C(=O)N2O)c(C)n1 (stereo unspecified)	-4	4	6	14	3[20 µM]	9	7	-6	7
CCCCCN(C(=O)NC(=O)Nc1nncs1)S(C)(=O)=O	1	2	-10	-12	-21	2	1	5	8
COC(=O)c1ccccc1NC(=O)COC(=O)c1cccnc1	2	2	4	-3	-7	-5	-6	2	11
COCCNC(=O)C(c1ccc(O)cc1)N(Cc1ccco1)C(=O)CCC(=O)Nc1nccs1 (stereo unspecified)	-1	3	1	-8	-19[20 µM]	13	3	6	6
c1ccc(-c2nn3c(C4CCCCC4)nnc3s2)nc1	-1	1	4	-1	-14	-7	1	1	22
CCC(C)(C)n1nnnc1C(c1cc2cc(C)cc(C)c2[nH]c1=O)N1CCN(C(=O)c2ccco2)CC1 (stereo unspecified)	-1	4	-12	-10	-23[20 µM]	11	3	-13	1
O=C(NCCCN1CCCCCC1)C1CC(=O)N(C2CCCC2)C1 (stereo unspecified)	-1	3	-2	-1	-10	28	5	-2	14
CC(C)Sc1nc2c(c(=O)[nH]c(=O)n2C)n1Cc1ccc(Cl)cc1	3	5	0	-1	-14	12	1	2	9
COc1ccccc1CN1C[C@@H]2C[C@@H](c3cccc(C)c3)N3CCC[C@@]23C1=O	3	0	-4	1	-23	-18	-4	-5	6
Cc1ccc(-c2cc(C(=O)N/N=C/c3c(C)nn(C)c3C)c3ccccc3n2)cc1C	-3	3	21	-11	-7[20 µM]	49	0	-38	20
CC1(C)Cc2nc3sc4c(N5CCCC5)nnnc4c3cc2CO1	-2	3	-2	-5	-9	/	0	-1	4
Cc1ncoc1C(=O)N1CCCC(C(=O)c2cccc(C(F)(F)F)c2)C1 (stereo unspecified)	0	6	4	-1	-26	0	3	-6	14
CCOC(=O)c1csc(NC(=O)c2ccc(N3C(=O)CCC3=O)cc2)n1	2	-1	5	-5	-14	13	-2	-4	5
COc1ccc(N(C)S(=O)(=O)c2c(C)[nH]c(=O)[nH]c2=O)cc1	1	5	-5	-9	-20	23	0	0	2
Cc1nc2ccc(S(=O)(=O)NCC(=O)NCc3ccc4c(c3)OCO4)cc2s1	1	5	-5	0	-20	5	3	1	18
CC1=CCC2C(=O)N(c3cc(C)on3)C(=O)C2C1 (stereo unspecified)	-5	-2	-12	-8	-10[20 µM]	3	5	-5	8
S=C(NCC1CCCO1)N1CCN(c2ccc(Cl)c(Cl)c2)CC1 (stereo unspecified)	4	18	-14	-6	-17	-4	1	-7	5
CC(=C/C(=O)O)/C=C/c1cccs1	-1	8	-1	-4	-1	-5	6	-45	12
O=C(CSc1cccc[n+]1[O-])NC(=O)c1ccc(OC(F)F)cc1	0	6	-9	-4	-26	20	4	0	0
N#Cc1c(NC(=O)CSc2nnc(-c3ccncc3)n2CC2CCCO2)sc2c1CCCC2 (stereo unspecified)	0	5	-11	-12	0	6	-6	-13	10&3
Cc1ccc(NC(=O)c2cccnc2C(=O)Nc2ccc(C)cc2)cc1	-4	-1	-1	-2	-29	3	4	-2	13
CCc1ccc(CN(C)C(=O)c2cc(COc3c(F)cccc3F)on2)cc1	1	4	2	-5	-10	-6	3	9	4
Cc1[nH]n(-c2ccccc2)c(=S)c1C=Nc1ccc([N+](=O)[O-])cc1	0	4	87*	-8	-13	19	5	-23	13
FC(F)(F)c1cc(Oc2ccccc2Cl)nc(-c2ccccn2)n1	-4	1	-5	1	-14[20 µM]	4	0	-3	4
CCOc1ccc(/C(O)=C2/C(=O)C(=O)N(c3nc(C)c(C)s3)C2c2ccco2)cc1 (stereo unspecified)	-4	1	-11	-1	-6	13	3	-14	19
Cc1cc([N+](=O)[O-])cc2c1-c1ncccc1C2=Nc1ccccc1	-5	-2	10	-6	-4	-4	1	-10	9
CCCCn1c2c(c(=N)c3c1CCC3)CCC2	73*	63*	0	-7	8[20 µM]	-3	-4	-3	17
O=C1CSC(c2ccc(F)cc2)N1c1nc2ccccc2s1 (stereo unspecified)	0	5	-7	-1	-14	20	-1	-7	10
CCC(=O)N1CCc2cc(Br)cc(S(=O)(=O)NCC3CCCO3)c21 (stereo unspecified)	1	11	-6	-3	-18	10	2	1	8
CCOC(=O)N1CCC(N2C(=O)c3ccccc3C2Nc2ccc(S(=O)(=O)N3CCOCC3)cc2)CC1 (stereo unspecified)	-1	0	4	-5	-20	11	6	-19	2
O=C(O)c1cccc(-n2cccc2/C=C2\SC(=O)N(Cc3ccccc3F)C2=O)c1	1	5	-26	-9	-20	11	2	12	8
COc1ccc(CCCc2nnc(SCC(=O)Nc3cccc(C)c3)o2)cc1	0	4	-6	-7	-13[20 µM]	-2	-2	-4	6
CC(C)CN(CC(C)C)S(=O)(=O)N1CCC(C(=O)NCc2ccco2)CC1	3	8	-3	-5	-33	-2	-5	2	3
COc1ccc(CCN/C=C2/CC(=O)NC2=O)cc1OC	0	2	23	-4	-11	17	2	-1	9

An excerpt from above in order of SMILES length, rising.
SMILES	Ba/F3 V617F tox	BaF3 parental	NCF1 inh	RBBP9 inh	Furin inhibitor	PPC-1+TRAIL kill	p97 ATPase inh	TbHK1 inh	PGE2 EP2 inh
O=C1CSC(c2ccc(F)cc2)N1c1nc2ccccc2s1 (stereo unspecified)	0	5	-7	-1	-14	20	-1	-7	10
CC(C)CN(CC(C)C)S(=O)(=O)N1CCC(C(=O)NCc2ccco2)CC1	3	8	-3	-5	-33	-2	-5	2	3
CCOc1ccc(/C(O)=C2/C(=O)C(=O)N(c3nc(C)c(C)s3)C2c2ccco2)cc1 (stereo unspecified)	-4	1	-11	-1	-6	13	3	-14	19

Following part.
SMILES	Ba/F3 V617F tox	BaF3 parental	NCF1 inh	RBBP9 inh	Furin inhibitor	PPC-1+TRAIL kill	p97 ATPase inh	TbHK1 inh	PGE2 EP2 inh
CN(C)CCNc1oc(-c2cccc(Cl)c2)nc1C#N	1	2	-5	-12	-15[20 µM]	-2	-6	-25	2
CCCCC[C@H](O)/C=C/[C@@H]1[C@@H](CCCCCCC(=O)O)[C@@H](O)C[C@H]1O	-2	5	-3	0	-18	5	4	8	10
O=C(CSc1nnc(-c2ccc(F)cc2)c2ccccc12)Nc1cccc(Cl)c1	0	5	-47	-6	-22	18	1	2	5
O=C(Nc1ccccc1F)c1coc(=O)c(Br)c1	-1	1	-22	11	-34	/	2	-15	14
CSCC[C@H](NC(=O)OC(C)(C)C)c1nnc(SCC(=O)N(C)C)o1	-2	0	-16	4	-18	5	1	-3	9
Cn1c(NC(=O)c2ccccc2)c(-c2cccs2)c(=O)c2ccccc21	-3	-1	-7	9	-3[20 µM]	-20	4	-21	3
C/C(CCc1ccccc1)=N/NC(=O)C(=O)NCc1ccccc1	-4	1	-13	1	-15	14	5	-1	5
COc1cccc(C(C#N)N2N=C(C)CC2(C)C)c1O (stereo unspecified)	-3	-2	-7	6	-15[20 µM]	24	2	4	8
COC(=O)C1C2C=CC3(CN(C(C)C)C(=O)C13)O2 (stereo unspecified)	-4	2	-2	-3	-3	0	5	0	3&9
C(CNC1C2CC3CC(C2)CC1C3)CN1CCOCC1 (stereo unspecified)	2	-7	-19	0	-30	16	1	3	8
O=C(COc1ncnc2sccc12)NC1CCS(=O)(=O)C1 (stereo unspecified)	-3	-1	-17	-9	-13	19	8	1	8
COCCCNC(=O)/C=C/c1ccc(OCc2c(F)cccc2Cl)cc1	-4	2	-17	-6	-14	17	0	-5	7
OCCC1CN(Cc2ccon2)CCN1Cc1ccccc1 (stereo unspecified)	1	0	4	-8	-17	2	-2	1	14
CCN(CC)c1ccc(C(=O)OCC(=O)N2CCN(c3ccccc3)CC2)cc1	3	7	2	-4	-16	18	-7	4	5
CCOc1cccc(CN2CCCC(C(=O)c3cccc(C(F)(F)F)c3)C2)c1O (stereo unspecified)	1	7	-10	-6	-17	3	-2	-3	10
Cc1ccc(C(=O)NNC(=O)c2nn(-c3ccc(F)cc3)ccc2=O)cc1	3	-1	14	-4	-14	28	0	-23	3
O=C(NC(=S)N1CCN(c2ccc(Cl)cc2[N+](=O)[O-])CC1)c1ccco1	1	3	1	0	-19	16	3	-3	5
CCCCN(CCCC)C(=O)/C=C/c1cccc([N+](=O)[O-])c1	1	1	4	-2	-23[20 µM]	19	-3	1	5
CC(Sc1n[nH]c(N)n1)C(=O)Nc1ccccc1-c1ccccc1 (stereo unspecified)	-2	3	-10	-5	-27	18	2	3	4
O=C(CSc1nnc(-c2ccccc2)n1Cc1ccccc1)NC1CC1	-1	2	-4	-6	-22[20 µM]	-1	0	1	7
COc1ccc(C2(O)CC3CCC(C2)N3c2cc(C)nc(-c3ccccc3)n2)cc1 (stereo unspecified)	2	9	-52	-11	-33	11	1	-1	13
COC(=O)c1c(-c2c(Cl)cccc2Cl)noc1NC(=O)NN1CCOCC1	-1	1	-15	-8	-5	-12	-3	-6	10
N=c1oc2ccc3ccccc3c2cc1-c1nnc2n1CCCCC2	2	1	-13	-3	-125	0	1	-27	7
Cc1ccc(/C=C(/C#N)c2nc(CCN3C(=O)c4ccccc4C3=O)cs2)cc1	0	1	-63	9	-15[20 µM]	4	5	-9	11
COc1cc(/C=C/C(=O)N2CCOCC2)ccc1OCc1ccccc1	2	5	0	-5	-8	5	-2	-18	4
Nc1nc(/C=C/c2ccc(F)cc2)nc(-c2ccccc2O)n1	-3	4	4	-7	4	8	3	-13	9
O=C(Oc1ccc(Br)cc1C(=S)N1CCCCC1)c1cc([N+](=O)[O-])cc([N+](=O)[O-])c1	-3	1	4	-13	-14[20 µM]	16	4	42	7

Looked up above.
CCN(CC)c1ccc(C(=O)OCC(=O)N2CCN(c3ccccc3)CC2)cc1 – p97 ATPase inh: -7
COCCCNC(=O)/C=C/c1ccc(OCc2c(F)cccc2Cl)cc1 – Ba/F3 V617F tox: -4
Cc1ccc(C(=O)NNC(=O)c2nn(-c3ccc(F)cc3)ccc2=O)cc1 – RBBP9 inh: -4

This is a subset; the hit share may differ from the screen's.
